dFosB act: activators of delta FosB homodimer, primary screen, biochemical, fluorescence polarization, TAMRA-CDK5 oligo, single point. 340,000 tested, 0.99% active. Protein FosB (Mus musculus), P13346. purified delta FosB; percent of positive-control signal above neutral wells. AID 493131, 2011. activation, % at 25 µM;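 active = mean activation above about 17%, with every replicate also reaching it, limit read from the data, passing the limit was not always enough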;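 note: fluorescence polarization rise as delta FosB binds a TAMRA Cdk5 AP-1 oligo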
Target sequence (P13346 whole entry, looked up): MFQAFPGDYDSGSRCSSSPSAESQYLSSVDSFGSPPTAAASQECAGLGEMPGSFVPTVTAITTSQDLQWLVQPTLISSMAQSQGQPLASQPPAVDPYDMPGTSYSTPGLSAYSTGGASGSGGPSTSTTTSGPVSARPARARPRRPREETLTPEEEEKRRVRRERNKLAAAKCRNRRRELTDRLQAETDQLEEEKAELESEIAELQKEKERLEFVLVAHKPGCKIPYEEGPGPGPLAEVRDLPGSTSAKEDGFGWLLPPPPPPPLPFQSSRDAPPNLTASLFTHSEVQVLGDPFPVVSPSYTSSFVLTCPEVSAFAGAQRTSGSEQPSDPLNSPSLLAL
PvdQ acylase: P. aeruginosa PvdQ acylase inhibitors, primary screen, biochemical, fluorescence, plate reader and imaging, single point; purified PvdQ acylase; inhibition, % at 10 µM; 340,000 tested, 0.063% active; AID 488965, 2010; in the data active = inhibition above about 30%, passing the limit was not always enough;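 note: 0% = vehicle neutral wells and 100% = reference inhibitor wells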
V-ATPase pHluor: regulators of yeast V-ATPase proton pumping, primary screen, pHLuorin cytosolic pH fluorescence; response, % at 10 µM; AID 504577, 2011; S. cerevisiae; 350,000 tested, 0.37% active; in the data active = response mostly above about 7.3%, no sharp cut-off; inactive = mostly below about 5.4%; note: actives read high; inactives centre near 0; some compounds called inactive have numbers as strong as hits; reference of the scale not given here
NSD2 inh: NSD2 histone methyltransferase inhibitors, primary screen, biochemical, AlphaScreen, single concentration, set 2. Histone-lysine N-methyltransferase NSD2 (Homo sapiens), O96028. NSD2 peptide methylation, 120 min. inhibition, % at 12.5 µM. 310,000 tested, 0.54% active. AID 743445, 2014; in the data active = inhibition above about 50%
HTR5A ag: HTR5A agonists in luminescence cell assay, primary screen, counter-screen for OPRM1-OPRD1 heterodimer agonist project, full-deck HTS; AID 504692, 2011; cell-based; 340,000 tested, 0.61% active; 5-hydroxytryptamine receptor 5A (Homo sapiens), P47898; activation, % at 9.3 µM; in the data active = activation mostly above about 9.5%, no sharp cut-off; inactive = mostly below about 7.6%;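 note: 0% = cells with vehicle only and 100% = reference agonist; strong numbers were not always called active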
Target sequence (P47898 whole entry, looked up): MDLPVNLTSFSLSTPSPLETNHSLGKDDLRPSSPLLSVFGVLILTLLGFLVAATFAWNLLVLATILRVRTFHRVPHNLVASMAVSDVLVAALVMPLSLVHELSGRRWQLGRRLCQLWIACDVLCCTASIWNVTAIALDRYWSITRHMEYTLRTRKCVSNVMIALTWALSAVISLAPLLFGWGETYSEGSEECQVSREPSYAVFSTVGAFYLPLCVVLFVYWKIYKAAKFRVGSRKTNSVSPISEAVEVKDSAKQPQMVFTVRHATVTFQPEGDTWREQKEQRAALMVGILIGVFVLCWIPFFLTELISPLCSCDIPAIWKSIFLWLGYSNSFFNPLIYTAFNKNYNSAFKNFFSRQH
SR-BI DiI inh: inhibitors of SR-BI mediated HDL lipid uptake, primary screen, ldlA[mSR-BI] cells, fluorescence, single point. Scavenger receptor class B member 1 (Mus musculus), Q61009. ldlA[mSR-BI] CHO cells, DiI-HDL uptake fluorescence, 3 h. inhibition, % at 12.5 µM. 320,000 tested, 0.96% active. AID 488896, 2010;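 active = mean replicate inhibition of at least 70% and a set share of replicates each scoring 70 or more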;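 note: 0% = median of neutral control wells and 100% = median of positive control wells; values of inactives mirror those of a sister screen read the other way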
MITF act: activators of MITF-driven TRPM1 promoter reporter, primary screen, cell-based, SK-MEL-5, luciferase, single point | SK-MEL-5 TRPM1-promoter luciferase, 24 h; % of positive control, neutral wells = 0 | activation, % at 12.5 µM | 300,000 tested, 0.75% active | AID 588334, 2011;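 active = mean activation of at least 80% with every replicate also reaching 80%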;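 note: 0% = neutral control wells and 100% = parthenolide positive control wells; values of inactives mirror those of a sister screen read the other way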
Wnt bcat act: Wnt/beta-catenin pathway activators, primary screen, cell-based, plate reader, single point. Wnt/beta-catenin reporter cell assay, activator. activation, % at 9.35 µM. 300,000 tested, 1.2% active. AID 743398, 2014; in the data active = activation above about 30%, passing the limit was not always enough;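 note: 0% = neutral control wells and 100% = positive control wells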
HTR5A inv ag: HTR5A inverse agonists in luminescence cell assay, primary screen, counter-screen for OPRM1-OPRD1 heterodimer inverse agonist project, full-deck HTS | 340,000 tested, 0.083% active | HTR5A cell line, inverse agonism | inhibition, % at 9.3 µM | 5-hydroxytryptamine receptor 5A (Homo sapiens), P47898 | AID 504634, 2011; in the data active = inhibition mostly above about 23%, no sharp cut-off; inactive = mostly below about 18%;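 note: 0% = cells with DMSO and 100% = no-cell wells with DMSO; some compounds called inactive have numbers as strong as hits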
CDK5 p35 inh: inhibitors of human CDK5/p35 kinase, primary screen, biochemical, single concentration; inhibition, % at 10 µM; Recombinant CDK5/p35, ADP-Glo luminescence, 60 min; Cyclin-dependent kinase 5 (Homo sapiens) + Cyclin-dependent kinase 5 activator 1 (Homo …; 330,000 tested, 0.01% active; AID 488839, 2010;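 active = highest replicate inhibition of at least 50% and at least 75% of replicates reaching 50%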;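 note: plate controls were DMSO neutral control for no effect and GW8510 at 10 µM for full effect; many of its hits are not listed in these tables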
The depositor's hits bear a star; / = no result given.

SMILES	dFosB act	PvdQ acylase	V-ATPase pHluor	NSD2 inh	HTR5A ag	SR-BI DiI inh	MITF act	Wnt bcat act	HTR5A inv ag	CDK5 p35 inh
CC(=O)c1cccc(NC(=O)/C(=C\c2cccnc2)NC(=O)c2ccco2)c1	-6	1	1	1	0	0	-4	-2	-1	-0.8
Cn1c(=O)c2c(ncn2CC(COCc2ccccc2)OCc2ccccc2)n(C)c1=O (centres undefined)	0	-1	-6	-2	0	-2	-4	-2	6	-0.2
CCCCC(O)(c1ccc(OC)cc1)C(CN1CCOCC1)c1ccccc1 (centres undefined)	-17	-10	-5	2	4	-3	9	0	-17	0.9
CCN1CCN(CCOc2ccccc2-c2ccccc2)CC1	-4	10	1	5	1	13	-9	-2	9	0.2
Cn1nnc2cc(C(=O)Nc3ccc(Cl)cc3)ccc21	-9	-7	-1	/	-3	27	53	15	5	0.1
O=C(CNCC1CCCO1)N1CCN(S(=O)(=O)c2ccc3ccccc3c2)CC1 (centres undefined)	2	-19	2	2	1	-15	-1	-4	-2	1.4
CCN(Cc1ccc(OC)c(COC)c1)CC1CCCN(CCc2cccc(OC)c2)C1 (centres undefined)	-8	7	-1	35	1	-13	/	-4	-2	-0.6
COc1ccc(OC)c(NC(=O)Cn2c(-c3ccc(Cl)cc3)noc2=O)c1	3	-6	2	-5	5	21	11	/	-6	2.0
O=S(=O)(c1ccc(F)cc1)N1CCC(N2CCCC2)CC1	1	5	2	/	0	-6	/	/	-20	-0.1
O=C(O)c1ccc(-c2ccccc2Cl)o1	-1	-15	-4	3	2	-31	8	/	-16	1.1
O=C(CCN1CCN(S(=O)(=O)c2ccc(Cl)cc2)CC1)Nc1ccccc1F	0	-6	-1	3	2	-9	5	-5	7	0.2
CC(C)(C)[C@@H]1C=C(C(=O)NCc2ccccc2)O[C@H](OCc2ccc(CO)cc2)C1	-4	2	-4	/	0	-8	-8	-2	-1	0.3
COc1ccc(C)cc1S(=O)(=O)N1CCC(C(=O)NCCC2=CCCCC2)CC1	-11	-9	1	-3	2	7	13	/	-7	-0.1
O=C(CCCCCn1c(=S)[nH]c2cc3c(cc2c1=O)OCO3)N1CCN(c2ccc(F)cc2)CC1	-2	-1	3	-2	0	2	1	-6	-21	-1.8
CCn1nc(C)cc1C(=O)N1CCCC(C(=O)c2ccccc2SC)C1 (centres undefined)	2	-4	-2	0	0	20	-6	-1	-1	0.0
S=C1NC[C@H](Cc2cccc3ccccc23)N1CC1CCCCC1	4	0	-6	/	0	-5	-13	-3	-12	2.1
CC(C)OCCCn1c(SCC(=O)Nc2ccccc2C(F)(F)F)nc2nccnc2c1=O	-1	-3	-2	/	3	-14	-2	2	-16	2.4
CCOC(=O)c1c(NC(=O)COC(=O)C2CCC2)sc(C(=O)N(C)C)c1C	-15	-5	5	-1	2	-1	-1	7	10	0.4
O=C(C1=NN[C@@H]2C(=O)N(c3ccccc3C(F)(F)F)C(=O)[C@H]12)C(c1ccccc1)c1ccccc1	0	-4	0	-1	4	-12	-11	/	-16	-1.0
O=S(=O)(c1ccccc1)N1CCC2(CC1)OCCN2S(=O)(=O)c1cccs1	-16	-27	-3	-1	1	-21	9	-1	-21	-10.0
Cn1nc(CC(=O)NCCN2C(=O)CSC2=O)c2ccccc2c1=O	6	27	2	-1	1	-12	/	-3	-4	-0.6
CC1CCN(C(=O)C(C)OC(=O)CSc2ccc([N+](=O)[O-])cc2)CC1 (centres undefined)	-3	12	-3	3	5	1	-5	-4	-13	1.3
COc1ccc(-c2cnnc(N/N=C/c3ccc(O)cc3)n2)cc1	-15	-2	-2	-4	-1	52	9	0	3	-0.4
COc1ccc(OC)c(NC(=O)c2nc(S(=O)(=O)Cc3ccccc3)ncc2Cl)c1	-5	-15	2	3	-2	-13	-94	-21	8	-2.3
Cc1cc(C)cc(OCC(=O)OC(C)C(=O)Nc2c(C)n(C)n(-c3ccccc3)c2=O)c1 (centres undefined)	-5	-20	-2	0	9	-2	1	-2	-17	1.8
CCN(CC)S(=O)(=O)c1ccc2oc(C(=O)NC3CCCc4ccccc43)c(C)c2c1 (centres undefined)	1	-10	-1	-1	8	38	-13	/	-20	3.1
Cn1c(=O)c2[nH]c(CN3CCCCC3)nc2n(C)c1=O	4	-13	5	-2	-4	0	9	-4	16	0.3
COC(=O)c1ccc(CNC(=O)CN(CCC(C)C)S(=O)(=O)c2ccc3c(c2)OCCO3)cc1	-11	-18	2	-1	1	-4	-8	0	-4	-0.4
Cc1ccc([N+](=O)[O-])cc1N=C1C(=O)Nc2ccccc21	-3	-7	2	4	-7	17	-8	-1	26	1.1
CCC(C)(C)n1nnnc1C(c1cccs1)N1CCN(Cc2ccccc2)CC1 (centres undefined)	-7	1	7	3	-3	3	-1	0	4	1.8

Part of the list above in another layout.
smiles | dFosB act | PvdQ acylase | V-ATPase pHluor | NSD2 inh | HTR5A ag | SR-BI DiI inh | MITF act | Wnt bcat act | HTR5A inv ag | CDK5 p35 inh
CC(C)OCCCn1c(SCC(=O)Nc2ccccc2C(F)(F)F)nc2nccnc2c1=O | -1 | -3 | -2 | / | 3 | -14 | -2 | 2 | -16 | 2.4
Cn1nc(CC(=O)NCCN2C(=O)CSC2=O)c2ccccc2c1=O | 6 | 27 | 2 | -1 | 1 | -12 | / | -3 | -4 | -0.6
COc1ccc(OC)c(NC(=O)c2nc(S(=O)(=O)Cc3ccccc3)ncc2Cl)c1 | -5 | -15 | 2 | 3 | -2 | -13 | -94 | -21 | 8 | -2.3

More compounds follow.
SMILES	dFosB act	PvdQ acylase	V-ATPase pHluor	NSD2 inh	HTR5A ag	SR-BI DiI inh	MITF act	Wnt bcat act	HTR5A inv ag	CDK5 p35 inh
Cc1oc(C(=O)O)cc1COc1cccc2cccnc12	-5	-7	2	19	4	/	2	/	-11	-0.5
C=CCNC1=C(Cl)C(=O)N(Cc2ccccc2)C1=O	-7	-8	2	-11	3	5	8	-3	-18	-1.2
CC(C)C(=O)N1CCC2(CC1)Oc1ccc(Cl)cc1C(=O)C21CC(c2cccnc2)=NO1 (centres undefined)	-3	4	0	/	-3	-14	12	1	9	1.7
Cc1cc(C)nc(SCCS(=O)(=O)Cc2ccc(Cl)cc2)n1	5	-4	-1	-1	8	5	-5	1	-19	-3.1
Cc1ccc(NC(=O)CSCC(=O)N2c3ccccc3CCc3ccccc32)cc1	-15	-16	1	0	-2	24	6	/	-5	-0.6
Cc1cccc(Nc2nnc(-c3ccc(C(=O)N4C[C@H]5C[C@H](C4)c4cccc(=O)n4C5)cc3)c3ccccc23)c1	-3	3	-3	0	5	20	-6	/	-11	0.7
CCn1ncc(Br)c1C(=O)Nc1ccn(C23CC4CC(CC(C4)C2)C3)n1	-4	-15	3	-2	2	23	-4	/	-6	-0.2
COc1ccccc1N1CCN(CCCN2C(=O)C3CCCCN3C2=O)CC1 (centres undefined)	-3	-13	5	-1	-3	12	/	1	11	-0.1
COc1cc(CNCC(O)c2ccccc2)ccc1OCc1ccc(Cl)nc1 (centres undefined)	-2	-17	4	-1	4	43	33	/	-12	-6.6
COC(=O)C1=C(C)NC(=O)NC1c1ccccc1 (centres undefined)	-3	-8	3	0	1	-10	-1	/	-8	-2.4
CSCCC(=O)NC1CCCN(CCc2ccccc2)C1 (centres undefined)	-11	-12	4	-1	4	16	/	-2	-15	2.3
CC[C@]1(C(=O)OC)[C@H]2C(=O)N(C)C(=O)[C@H]2[C@H]2CN=C(SCc3ccccc3)N21	3	-17	-2	/	0	-35	-4	0	0	-1.8
Cc1ccc2nc3c(cc(C(=O)NCCN4CCOCC4)c(=N)n3CCCN3CCOCC3)c(=O)n2c1	8	-13	3	9	4	-6	8	/	-11	0.9
COc1ccc2[nH]cc(/C=N/NS(=O)(=O)c3ccc(C)cc3)c2c1	-10	-7	-1	6	0	17	-3	3	-1	-3.4
COC(=O)C1=C(C)NC(=O)NC1c1ccc(OC(=O)c2ccco2)cc1 (centres undefined)	8	1	-2	0	0	-26	5	0	-1	-1.4
CC(C)c1csc(CN2CCCC(CCC(=O)NCc3ccccc3F)C2)n1 (centres undefined)	-3	-11	-3	-1	-4	-14	7	2	5	-0.3
COc1ccc(-c2sc3ccc(N4CCOCC4)cc3c2-c2ccc(O)cc2)cc1	-7	-12	0	/	3	59	-9	-1	-8	-3.4
Nc1nnc(COc2ccccc2)s1	-3	-1	2	3	-4	-27	0	/	-13	-2.6
CC(NC(=O)CSc1ncccc1C(=O)O)C1CC2CCC1C2 (centres undefined)	1	-1	-3	-2	1	7	2	-4	-1	-1.2
O=S(=O)(c1ccc(-c2n[nH]c(=S)o2)cc1)N1CCCCC1	2	-2	-2	0	1	/	-8	-1	-3	-0.4
CN1C2=CC=CC=CC2=[N+](C)C12C([N+](=O)[O-])=CC(=[N+]([O-])[O-])C=C2[N+](=O)[O-] (centres undefined)	-7	-11	4	-2	/	-24	/	106*	/	1.2
CCCN(C(=O)c1ccco1)c1nnc(-c2ccccc2C)s1	-9	-14	9	-9	0	34	37	22	2	1.6
CCN1CCN(CCCNC(=O)CCC(=O)N2CC(C)Oc3ccc(C)cc32)CC1 (centres undefined)	-8	-16	5	/	-2	-10	7	-1	5	-1.9
COc1ccccc1N(CC(=O)Nc1cc(C)on1)S(=O)(=O)c1ccc(Cl)cc1	-1	-11	0	0	-5	-2	0	/	15	-1.6
CCOC(=O)c1c(NC(=O)C2COc3ccccc3O2)sc2c1CC(C)(C)NC2(C)C (centres undefined)	-5	-11	-2	-1	8	-48	-8	-12	-3	-0.9
CN1CCC(NC(=O)Cc2c(F)cccc2Cl)CC1	4	9	-1	2	2	-20	11	/	-13	0.8
CCOc1ccccc1C(=O)N1CCN=C1SC	0	-17	1	15	-5	/	-13	/	21	-0.8
O=C1CN(C(=O)c2c(F)cccc2F)C(c2ccc(F)cc2)c2cc(Br)ccc2N1 (centres undefined)	-6	-10	-1	-2	1	8	10	-2	-4	0.1
Cc1ccc(C)c(NC(=O)CCN2CC(C)CC(C)C2)c1 (centres undefined)	-1	-1	0	-2	-3	-3	/	-1	9	0.7
O=C(CN1C(=O)NC(c2ccccc2)(c2ccccc2)C1=O)N1CCOCC1	-9	-9	0	-3	-5	-2	-2	-2	12	0.1
Cc1cc(C)n(-c2ccc(C(=O)OCC(=O)Nc3cc(Cl)ccc3[N+](=O)[O-])cc2)n1	3	9	-1	0	-3	-6	-20	-2	-32	1.0
O=C(NCc1ccco1)c1ccccc1NS(=O)(=O)c1cccs1	2	-13	-4	4	4	-5	24	/	-11	-2.2
COc1ccc(S(=O)(=O)N(C)c2ccc(C(=O)N3CCCC3)cc2)cc1	-1	4	-1	-1	5	-5	-2	-2	-14	0.0
COc1ccc(CNS(=O)(=O)CCNCCc2ccccc2)cc1	-2	-8	0	/	3	-14	18	-1	-10	0.7
CCOc1ccc(C(=O)NNC(=O)c2cc(C)oc2C)cc1	-2	1	1	-3	1	-7	1	3	14	-0.1
